Compound activity from PubChem BioAssay.
Pf Dd2 growth – P. falciparum Dd2 growth inhibitors, primary screen, SYBR Green fluorescence, single dose replicates | 72 h; active compounds read low | activity change, % at 10 µM | 94,000 tested, 2.3% active; in the data active means activity change below about -80%
Tcruzi prolif – T. cruzi intracellular proliferation inhibitors, primary screen, cell-based, beta-gal Tulahuen parasites, NIH3T3 host, luminescence | inhibition, % at 8.34 µM | 77,000 tested, 5.9% active | T. cruzi beta-gal in NIH3T3, GalScreen luminescence, 90 h | AID 624255, 2012;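 active means mean inhibition above about 93%, with at least 55% of replicates each passing it, limit read from the data, passing the limit was not always enough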
C diff HTS – C. difficile growth inhibitors, primary screen, HTS. Clostridium difficile clinical isolate growth, OD600, 24 h; active compounds read low. growth activity, negative = inhibition, % at 16 µg/mL (by protocol). 86,000 tested, 0.25% active. AID 1259249, 2017;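 active means mean growth activity at or below -80% and every replicate also at or below -80%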;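 further: 0% = DMSO wells and -100% = levofloxacin 16 µg/mL wells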
GASC1 inh – inhibitors of GASC-1 (KDM4C) histone demethylase, primary screen, biochemical, single concentration HTS; AID 720574, 2013; 96,000 tested, 0.15% active; inhibition, % at 12.5 µM; Lysine-specific demethylase 4C (Homo sapiens), Q9H3R0; GST-KDM4C 2-372, H3K9me3 peptide, LANCE TR-FRET;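 active means mean replicate inhibition above about 25%, with at least 55% of replicates also reaching it, limit read from the data, passing the limit was not always enough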
Target sequence (Q9H3R0 2-372 limits assumed): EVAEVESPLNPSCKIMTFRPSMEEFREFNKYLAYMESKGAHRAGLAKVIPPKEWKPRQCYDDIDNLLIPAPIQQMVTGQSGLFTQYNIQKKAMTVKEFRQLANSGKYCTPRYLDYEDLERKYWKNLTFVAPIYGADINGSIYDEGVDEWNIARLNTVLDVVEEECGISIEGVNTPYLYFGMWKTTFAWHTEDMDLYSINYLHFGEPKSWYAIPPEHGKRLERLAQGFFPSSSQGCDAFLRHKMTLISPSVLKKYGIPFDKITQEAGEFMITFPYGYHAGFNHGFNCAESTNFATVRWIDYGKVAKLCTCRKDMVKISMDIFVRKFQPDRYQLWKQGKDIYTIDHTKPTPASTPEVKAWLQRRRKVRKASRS
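System: N-terminal GST-fused human GASC-1 (KDM4C) fragment, residues 2-372 / Amount: 10 nM GST-KDM4C in enzyme reaction / Also added: H3K9me3 peptide with Fe(II)/2OG / Times: 30 min demethylation and 1 h detection at room temperature / Signal: LANCE TR-FRET / Read-out basis: Fall in 671/618 emission ratio as inhibition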
Numbers without * were called inactive; . = not tested or not shown; & = joins results of further samples.

SMILES	Pf Dd2 growth	Tcruzi prolif	C diff HTS	GASC1 inh
C[C@H]1CN([C@@H](C)CO)C(=O)c2cccc(NC(=O)c3ccncc3)c2O[C@@H]1CN(C)S(=O)(=O)c1ccc(Cl)cc1	19	13	0	.
O=C(C[C@@H]1C=C[C@@H](NC(=O)C2CCC2)[C@@H](CO)O1)NC1CCCCC1	.	.	-1	0.7
C/C=C/c1ccc([C@@H]2[C@H](CO)N3CCCCN(S(=O)(=O)c4ccc(F)cc4)C[C@@H]23)cc1	-70	44	25	-0.7
C[C@@H]1CN([C@H](C)CO)C(=O)c2cc(NC(=O)Nc3ccc4c(c3)OCO4)ccc2O[C@H]1CN(C)C(=O)Nc1ccc(C(F)(F)F)cc1	-10	-53	10	0.3
COC(=O)C[C@H]1CC[C@H]2[C@H](COc3ccc(NC(=O)Nc4cccc(Cl)c4)cc3C(=O)N2C)O1	-3	101*	-5	-1.3
C[C@H](CO)N1C[C@H](C)[C@@H](CN(C)C(=O)c2ccncc2)Oc2ncc(/C=C/c3ccccc3)cc2C1=O	-29	60	-4	2.1
O=C(NCC[C@H]1CC[C@H](NC(=O)c2ccccc2F)[C@H](CO)O1)c1ccc2c(c1)OCO2	11	-15	.	-0.9
C[C@@H]1CN([C@H](C)CO)C(=O)Cc2cc(NS(=O)(=O)c3ccc(F)cc3)ccc2O[C@H]1CN(C)S(=O)(=O)c1ccccc1	-7	3	-5	-0.9
COc1ccc(NC(=O)Nc2ccc3c(c2)C(=O)N([C@H](C)CO)C[C@@H](C)[C@@H](CN(C)Cc2ccccc2)OCCCC[C@H](C)O3)cc1	-62	103*	14	2.0
CC(C)NC(=O)Nc1ccc2c(c1)C(=O)N([C@@H](C)CO)C[C@H](C)[C@@H](CN(C)Cc1ccc(C(F)(F)F)cc1)OCCCC[C@@H](C)O2	.	.	17	-0.6
C[C@H](CO)N1C[C@H](C)[C@@H](CN(C)Cc2ccc3c(c2)OCO3)Oc2ccc(NC(=O)c3ccncc3)cc2C1=O	41	-3	-2	13
C[C@H]1CN([C@@H](C)CO)C(=O)CCCn2nncc2CO[C@@H]1CN(C)C(=O)Nc1ccccc1	8	-39	-1	0.5
COc1ccccc1S(=O)(=O)N(C)C[C@H]1Oc2ncc(Br)cc2C(=O)N([C@H](C)CO)C[C@H]1C	23	.	-2	0.7
O=C(C[C@@H]1CC[C@@H](NC(=O)Cc2cccnc2)[C@H](CO)O1)Nc1ccc(-c2ccccc2)cc1	-25	-4	.	-1.2
CCC(=O)N(C)C[C@@H]1Oc2cc(-c3ccc(F)cc3)ccc2S(=O)(=O)N([C@@H](C)CO)C[C@@H]1C	-24	64	-2	4.5
CN1C(=O)c2cc(NC(=O)c3cccs3)ccc2OC[C@@H]2O[C@H](CC(=O)NCC3CC3)CC[C@H]21	-31	20	3	0.2
O=C(Nc1ccc(F)cc1)N[C@H]1CC[C@@H](CCNC(=O)c2cc(Cl)cc(Cl)c2)O[C@H]1CO	-9	-68	10	-2.5
CC(C)CC#Cc1ccc2c(c1)O[C@@H](CN(C)S(C)(=O)=O)[C@H](C)CN([C@H](C)CO)S2(=O)=O	-53	-17	.	-0.7
O=C(C[C@@H]1C[C@@H]2c3cc(NC(=O)C4CCC4)ccc3O[C@@H]2[C@@H](CO)O1)NCC1CC1	-2	-2	1	-3.2
Cc1noc(C)c1NC(=O)N(C)C[C@@H]1Oc2cc(C#CCC(C)C)ccc2S(=O)(=O)N([C@@H](C)CO)C[C@H]1C	-29	58	-3	-0.1

Rewritten in markdown: entries from further up.
| Structure | Pf Dd2 growth | Tcruzi prolif | C diff HTS | GASC1 inh |
| --- | --- | --- | --- | --- |
| CN1C(=O)c2cc(NC(=O)c3cccs3)ccc2OC[C@@H]2O[C@H](CC(=O)NCC3CC3)CC[C@H]21 | -31 | 20 | 3 | 0.2 |
| O=C(Nc1ccc(F)cc1)N[C@H]1CC[C@@H](CCNC(=O)c2cc(Cl)cc(Cl)c2)O[C@H]1CO | -9 | -68 | 10 | -2.5 |

Other results follow.
SMILES	Pf Dd2 growth	Tcruzi prolif	C diff HTS	GASC1 inh
COc1ccc2c3c(n(C)c2c1)[C@H](CO)N(C(=O)c1ccc(F)cc1)CC31CN(C(C)=O)C1	-47	.	-4	.
C[C@H]1CN([C@@H](C)CO)C(=O)c2cc(NC(=O)Nc3ccc(F)cc3)ccc2O[C@@H]1CN(C)C(=O)Nc1ccc2c(c1)OCO2	13	-12	-9	1.6
C[C@@H]1CN([C@@H](C)CO)C(=O)Cc2cc(NC(=O)CCC(F)(F)F)ccc2O[C@@H]1CN(C)S(=O)(=O)c1ccccc1	25	14	3	11
O=C(C[C@H]1CC[C@@H](NS(=O)(=O)c2ccccc2)[C@H](CO)O1)NCc1ccncn1	0	-41	-2	1.2
CO[C@H]1CN(C)C(=O)c2cc(NC(=O)c3ccc4c(c3)OCO4)ccc2OC[C@@H](C)NC[C@H]1C	17	-61	0	-0.2
C[C@H](CO)N1C[C@H](C)[C@H](CN(C)C)Oc2ccc(NS(=O)(=O)c3cn(C)cn3)cc2CC1=O	14	-6	2	2.6
CO[C@@H]1CN(C)C(=O)c2ccc(NC(=O)c3cc(C)on3)cc2OC[C@H](C)N(CC2CC2)C[C@@H]1C	-25	-50	.	0.1
COc1ccc(NC(=O)N(C)C[C@H]2OCCCC[C@H](C)Oc3ccc(NS(=O)(=O)c4ccc(Cl)cc4)cc3C(=O)N([C@@H](C)CO)C[C@@H]2C)cc1	-51	43	-9	10.0
COc1ccc(S(=O)(=O)Nc2ccc3c(c2)C(=O)N([C@H](C)CO)C[C@H](C)[C@H](CN(C)C(=O)Nc2ccc4c(c2)OCO4)OCCCC[C@@H](C)O3)cc1	-4	-33	1	0.9
C[C@@H]1CCCCO[C@@H](CN(C)C(=O)NC2CCCCC2)[C@@H](C)CN([C@H](C)CO)C(=O)c2cc(N(C)C)ccc2O1	5&-29	-14&89	2	18
C[C@@H]1CCCCO[C@H](CN(C)C(=O)Nc2ccc(C(F)(F)F)cc2)[C@@H](C)CN([C@H](C)CO)C(=O)c2cc(NC(=O)NC3CCCCC3)ccc2O1	-78	113*	-7	1.8
COc1ccccc1NC(=O)N1CCCCN2[C@H](CO)[C@H](c3ccc(C#CC4CC4)cc3)[C@@H]2C1	-64	.	7	.
C[C@@H]1CN([C@H](C)CO)C(=O)c2cc(N(C)C)ccc2O[C@@H](C)CCCCO[C@H]1CN(C)C(=O)NC1CCCCC1	-60	33	-2	14
CCCNC(=O)N(C)C[C@@H]1Oc2ncc(-c3ccc(F)cc3)cc2C(=O)N([C@@H](C)CO)C[C@@H]1C	24	.	0	2.8
C[C@@H]1CN([C@@H](C)CO)C(=O)CCCn2cc(nn2)CO[C@@H]1CN(C)S(=O)(=O)c1cn(C)cn1	13	-31	.	-0.7
COc1ccc2c3c([nH]c2c1)[C@@H](CO)N(Cc1ccccc1Cl)CC31CN(C(C)=O)C1	-75	.	-3	0.1
C[C@@H]1CN([C@@H](C)CO)S(=O)(=O)c2ccc(C#CC3CC3)cc2O[C@H]1CN(C)C	-17	-31	-1	0.4
COc1ccc(NC(=O)N(C)C[C@H]2OCCCC[C@H](C)Oc3ccc(NC(=O)c4ccccc4)cc3C(=O)N([C@@H](C)CO)C[C@H]2C)cc1	-89*	.	-3	-1.0
CCC(=O)N1CC(=O)N2[C@H](CO)[C@H](c3ccc(C#CCC(C)C)cc3)[C@H]2C1	19	.	-10	5.5
Cn1cnc(S(=O)(=O)N[C@@H]2C=C[C@H](CC(=O)NCC3CC3)O[C@H]2CO)c1	12	9	.	-0.7
C[C@H]1CN([C@@H](C)CO)C(=O)Cc2cc(NC(=O)Nc3ccc4c(c3)OCO4)ccc2O[C@@H]1CN(C)C(=O)NC1CCCCC1	-20	20	3	1.4
COc1ccc(NC(=O)Nc2cccc3c2O[C@@H](CN(C)S(=O)(=O)c2ccc(OC)cc2)[C@H](C)CN([C@@H](C)CO)C3=O)cc1	-20	98	-5	0.0
C[C@H](CO)N1C[C@H](C)[C@@H](CN(C)C(=O)c2ccccn2)Oc2ncc(Br)cc2C1=O	15	.	0	26*
C[C@@H]1CCCCO[C@@H](CN(C)C(=O)Nc2cccc3ccccc23)[C@@H](C)CN([C@H](C)CO)C(=O)c2cc(NC(=O)C3CCCCC3)ccc2O1	-75	-15	16	3.5
O=C(C1CCCC1)N1CC[C@H]2[C@H](CO)Nc3ccc(Br)cc3[C@H]21	24	.	17	-6.5
COc1ccccc1C(=O)Nc1ccc2c(c1)C(=O)N(C)C[C@@H](OC)[C@@H](C)CN(CC1CC1)[C@H](C)CO2	-10	-22	-2	0.2
COc1cccc(-c2ccc([C@H]3[C@H](C#N)N(C(=O)c4ccccn4)[C@H]3CO)cc2)c1	-42	52	1	-2.2
COc1ccc2c3c([nH]c2c1)[C@@H](CO)NCC31CN(S(=O)(=O)c2ccccc2)C1	-27	.	-8	-1.4
CCN1[C@@H]2c3ccc(-c4ccccc4)c(=O)n3C[C@H]1[C@H](CO)[C@H]2C(=O)NCc1ccccc1	9	58	1	0.4
COc1ccc(S(=O)(=O)N(C)C[C@H]2Oc3ccc(NS(=O)(=O)c4cn(C)cn4)cc3C(=O)N([C@@H](C)CO)C[C@@H]2C)cc1	5	24	-3	-2.4
CCCNC(=O)N1C[C@@H](C)[C@H](OC)CN(C)C(=O)c2cc(NS(C)(=O)=O)ccc2OC[C@@H]1C	34	11	0	-1.8
C[C@H](CO)N1C[C@H](C)[C@@H](CN(C)C(=O)Nc2ccc3c(c2)OCO3)Oc2ccc(NC(=O)CCCCCC(=O)Nc3ccccc3N)cc2C1=O	15	.	2	2.7
C[C@@H](NC(=O)C[C@H]1C[C@@H]2c3cc(NC(=O)Nc4ccccc4F)ccc3O[C@@H]2[C@@H](CO)O1)c1ccccc1	-41	.	2	-1.7
CN(C)C(=O)c1cccc(-c2ccc(C3[C@H]4CNC[C@@H]3N4C(=O)Nc3cccc(Cl)c3)cc2)c1 (some centres undefined)	1&10	.	-3&-6	0.3&0.2
CC(C)c1cn(CC[C@@H]2CC[C@@H](NC(=O)Nc3cc(Cl)cc(Cl)c3)[C@@H](CO)O2)nn1	-12	-48	.	0.5
CCC(=O)N1[C@H](CO)[C@H](c2ccccc2)[C@@H]1CN(CC)C(=O)c1ccccc1	6	-20	5	-1.7
O=C(C[C@H]1C=C[C@@H](NC(=O)Cc2cccnc2)[C@H](CO)O1)Nc1ccccc1	3	-15	.	-2.0
COc1cccc(CN2[C@H](CO)[C@@H]3c4ccccc4N(C(=O)c4ccncc4)C[C@@H]32)c1	-35	36	17	0.6
COc1ccc(CN2C[C@H](O)COC[C@@H]3O[C@@H](CC(=O)NCCN4CCCC4)CC[C@H]32)cc1	25	-27	3&-2	1.2
C[C@@H]1CN([C@H](C)CO)C(=O)c2cc(NC(=O)C3CCCCC3)ccc2O[C@@H](C)CCCCO[C@@H]1CN(C)Cc1ccccc1	-17	88	-2	1.0
C[C@H](NC(=O)[C@@H]1[C@@H](CO)[C@@H]2Cn3c(cccc3=O)[C@@H]2N1CC1CC1)c1ccccc1	-5	35	-5	2.3
O=C(C[C@H]1CC[C@@H](NC(=O)C2CCOCC2)[C@@H](CO)O1)Nc1ccc(-c2ccccc2)cc1	-14	-13	-5	-0.9
CCS(=O)(=O)N1[C@@H](CO)[C@@H](c2ccccc2)C12CN(C(=O)C1CCCCC1)C2	-21	.	-1	0.8
C[C@@H]1CN([C@@H](C)CO)C(=O)c2cc(NC(=O)Nc3cccc4ccccc34)ccc2O[C@@H]1CN(C)Cc1ccc(Oc2ccccc2)cc1	-35	124*	11	-3.9
CN(C)C(=O)C[C@@H]1C[C@@H]2c3cc(NC(=O)Cc4ccncc4)ccc3O[C@@H]2[C@H](CO)O1	11	1	1	1.3
COc1ccc(CNC(=O)C[C@H]2C=C[C@H](NC(=O)CN(C)C)[C@@H](CO)O2)cc1	2	-2	-2	0.1

Among those listed so far, seven have a Cl atom.
SMILES	Pf Dd2 growth	Tcruzi prolif	C diff HTS	GASC1 inh
C[C@H]1CN([C@@H](C)CO)C(=O)c2cccc(NC(=O)c3ccncc3)c2O[C@@H]1CN(C)S(=O)(=O)c1ccc(Cl)cc1	19	13	0	.
COC(=O)C[C@H]1CC[C@H]2[C@H](COc3ccc(NC(=O)Nc4cccc(Cl)c4)cc3C(=O)N2C)O1	-3	101*	-5	-1.3
O=C(Nc1ccc(F)cc1)N[C@H]1CC[C@@H](CCNC(=O)c2cc(Cl)cc(Cl)c2)O[C@H]1CO	-9	-68	10	-2.5
COc1ccc(NC(=O)N(C)C[C@H]2OCCCC[C@H](C)Oc3ccc(NS(=O)(=O)c4ccc(Cl)cc4)cc3C(=O)N([C@@H](C)CO)C[C@@H]2C)cc1	-51	43	-9	10.0
COc1ccc2c3c([nH]c2c1)[C@@H](CO)N(Cc1ccccc1Cl)CC31CN(C(C)=O)C1	-75	.	-3	0.1
CN(C)C(=O)c1cccc(-c2ccc(C3[C@H]4CNC[C@@H]3N4C(=O)Nc3cccc(Cl)c3)cc2)c1 (some centres undefined)	1&10	.	-3&-6	0.3&0.2
CC(C)c1cn(CC[C@@H]2CC[C@@H](NC(=O)Nc3cc(Cl)cc(Cl)c3)[C@@H](CO)O2)nn1	-12	-48	.	0.5
